MKP-3 inhibition: inhibition of rat DUSP6 enzyme activity – biochemical, in vitro, primary screen (AID 425) | inhibition, % at 20 µM, or IC50 in µM where a hit was titrated | recombinant MKP-3 phosphatase activity, fluorescence; higher % means a stronger effect | 110,000 tested, 0.17% active; in the data active means inhibition above about 50%;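 further: plate controls were vehicle for no effect and reference inhibitor for full effect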
Hsp70 displacement: Hsp70 inhibitors, probe displacement, primary screen, biochemical, fluorescence polarization (AID 583); 140,000 tested, 0.06% active; Hsp70 fluorescence polarization probe displacement, mP; higher % means a stronger effect; displacement, % at 20 µM, or IC50 in µM where a hit was titrated; in the data active means displacement above about 50%;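 further: plate controls were vehicle for no effect and reference ligand for full effect; a part of the inactive calls stands beside numbers as strong as those of hits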
Starred values were filed as active, the others as inactive; nt = no result given; & = joins results of further samples.

SMILES	MKP-3 inhibition	Hsp70 displacement
CCOc1ccccc1NC(=O)CN(c1nccs1)S(=O)(=O)c1ccc(N)cc1	-2.9%	13.8%
Cc1ccc2nc(C(F)OC(F)(F)F)[nH]c2c1 (centres undefined)	-6.5%	-1.3%
Cc1ccc(S(=O)(=O)N2CCOCC2)cc1C(=O)NCc1cn2ccsc2n1	-4.7%	-0.9%
COc1ccc(/C=C2\SC(=O)N(CC(=O)Nc3nccs3)C2=O)cc1OC	0.0%	-2.2%
COc1ccccc1NC(=O)C1=C(C)NC(=S)NC1c1ccc(Cl)cc1 (centres undefined)	4.0%	-2.3%
CCc1ccc(CCC(=O)Nc2ccccc2C(=O)O)o1	nt	7.7%
Cc1ccc(N(CC(=O)NCCSc2ccccn2)S(C)(=O)=O)cc1	-4.3%	3.8%
Cc1ccc(C(=O)Oc2ccc(C(=O)COC(=O)C3CC(=O)N(Cc4ccco4)C3)cc2)cc1 (centres undefined)	nt	-9.3%
CS(=O)(=O)N1N=C(c2ccccc2)CC1c1cccs1 (centres undefined)	nt	-4.5%
c1nc(NCC2(N3CCOCC3)CCCCC2)c2ccsc2n1	-5.4%	-2.1%
COc1ccc(C(=O)Nc2ccccc2C(=O)Nc2ccc(C(=O)O)cc2)cc1	0.3%	0.3%
CC(C)(C)C1CCC2(CC1)SCC(=O)N2c1ccccc1 (centres undefined)	nt	-1.9%
COCCNS(=O)(=O)c1ccc2c(c1)n(C)c(=O)n2C	nt	-1.8%
COc1ccc(C(=O)c2ccccc2)c2c(O)ccc(C(=O)c3ccccc3)c12	1.9%	0.6%&-3.7%
Nn1c(SCC(=O)Nc2ccc(F)cc2)nnc1C1CCCCC1	-7.8%	-2.4%
COc1ccc(N(CC(=O)NCc2ccccc2)S(C)(=O)=O)cc1Cl	1.2%	1.8%
O=C(NCc1cccc(Cl)c1)c1ccc2c(c1)OCO2	-18.0%	7.8%
Cc1ccc(NC(=O)/C=C/C(=O)c2ccccc2)cc1	1.5%	1.1%
O=C(N1CCCC1)n1c(Cc2ccccc2)nc2ccccc21	-15.2%	-0.3%
CC1=C(C(=O)OCCc2ccccc2)C(c2ccccc2OCc2ccccc2)C2=C(CCCC2=O)N1 (centres undefined)	1.1%	-0.5%

Fetched one by one from the list above (three):
SMILES	MKP-3 inhibition	Hsp70 displacement
COc1ccc(/C=C2\SC(=O)N(CC(=O)Nc3nccs3)C2=O)cc1OC	0.0%	-2.2%
CS(=O)(=O)N1N=C(c2ccccc2)CC1c1cccs1 (centres undefined)	nt	-4.5%
CC(C)(C)C1CCC2(CC1)SCC(=O)N2c1ccccc1 (centres undefined)	nt	-1.9%

Carrying on.
SMILES	MKP-3 inhibition	Hsp70 displacement
COC(=O)c1c(C)cc(OC(C)=O)c(C)c1OC(C)=O	-0.9%	-0.3%
CCc1nc(N2CCCC(C)C2)c2oc3ccccc3c2n1 (centres undefined)	-0.4%	3.7%
CC(C)CC(NS(=O)(=O)c1ccc2c(c1)oc(=O)n2C)C(=O)NC1CCCc2ccccc21 (centres undefined)	-8.3%	4.0%
Cc1cccc(C)c1NC(=O)C(NC=O)c1ccccc1Cl (centres undefined)	nt	2.9%
CS(=O)(=O)N1CCN(C(=O)Cc2cccs2)CC1	-4.2%	3.1%
Cc1cc(NC(=O)CC2CCCC2)n(-c2nc3ccccc3[nH]2)n1	-9.0%	0.1%
c1ccc(C2CC(c3cccs3)n3nnnc3N2)cc1 (centres undefined)	-0.7%	-8.0%
COc1ccccc1-c1coc2cc(OC(=O)c3ccccc3C)ccc2c1=O	2.8%	2.3%
Cn1cnnc1SCc1nc(N)nc(Nc2ccccc2)n1	nt	2.8%
Cc1cc2nc(-c3ccc(SCc4ccc(C(=O)O)cc4)nc3)[nH]c2cc1C	25.8µM*	nt
CN1C(=O)C2(NN=C(c3ccccc3)S2)c2ccccc21 (centres undefined)	0.4%	6.1%
NC(=O)c1cc(NC(=O)COc2ccc(F)cc2)ccc1Cl	2.4%	8.2%
Cc1ccc(S(=O)(=O)NCCc2ccc(S(N)(=O)=O)cc2)cc1	nt	15.8%
COc1ccc(/C=C/C(=O)Nc2ccc(OC)c(OC)c2)cc1OC	2.1%	-2.2%
Cn1ccnc1SCC(=O)Nc1ccccc1	nt	2.3%
COc1cccc(C(=O)Nc2ccc(-c3cc4ccccc4oc3=O)cc2)c1	2.1%	8.1%
CC(C)CC(=O)Nc1ccc(Nc2ccccc2)cc1	nt	-3.4%
O=C(Cn1cnc2ccccc2c1=O)NC1CCCc2ccccc21 (centres undefined)	-3.4%	-3.4%
COc1cc(C=NN2CCN(Cc3ccccc3)CC2)cc(OC)c1OC	1.7%	2.0%
O=C(Cc1ccc(Br)cc1)NCC1CCCO1 (centres undefined)	2.3%	-4.4%

Reformatted field by field: part of the list above
Cn1ccnc1SCC(=O)Nc1ccccc1
  MKP-3 inhibition: nt	Hsp70 displacement: 2.3%
Cc1ccc(S(=O)(=O)NCCc2ccc(S(N)(=O)=O)cc2)cc1
  MKP-3 inhibition: nt	Hsp70 displacement: 15.8%
O=C(Cc1ccc(Br)cc1)NCC1CCCO1 (centres undefined)
  MKP-3 inhibition: 2.3%	Hsp70 displacement: -4.4%
CC(C)CC(=O)Nc1ccc(Nc2ccccc2)cc1
  MKP-3 inhibition: nt	Hsp70 displacement: -3.4%

Continuation.
SMILES	MKP-3 inhibition	Hsp70 displacement
CCNC(=O)NC1(C(=O)Nc2ccc3c(c2)CCC3)CCCCC1	-15.9%	-0.7%
O=C(NCCCc1ccccc1)C1CCN(c2nnc(-n3cccc3)s2)CC1	-12.6%	-6.0%
C=CCn1c(SCC(=O)NCCCN2CCOCC2)nc2sc(C)c(C)c2c1=O	2.4%	3.3%
Cc1nc2sc(-c3ccccc3)cc2c(=O)n1-n1cccc1	-6.3%	-4.3%
CC1=C(C(=O)OCc2ccccc2)C(c2ccccn2)c2c(n(C)c(=O)n(C)c2=O)N1 (centres undefined)	-0.2%	1.0%
O=C(CCCCn1c(=O)[nH]c2ccccc2c1=O)N1CCN(c2ncccn2)CC1	0.0%	1.0%
CCc1nnc(NC(=O)CCC(=O)N2CCN(CCOc3ccc(C)cc3)CC2)s1	1.9%	0.4%
CC(C)N1CC2=C(OC(N)=C(C#N)C2c2cccnc2)/C(=C/c2cccnc2)C1 (centres undefined)	0.5%	30.0%
N#Cc1nc(-c2ccccc2F)oc1NCc1cccc2c1OCO2	6.8%	1.6%
Cn1c(=O)c2c(nc(Br)n2CC(=O)c2cccs2)n(C)c1=O	nt	4.0%
O=C(O)C1C2C=CC3(CN(C/C=C/c4ccccc4)C(=O)C13)O2 (centres undefined)	9.8%	1.8%
CCN(CC)c1ccc(C2NC(=O)NC(C)=C2C(=O)Nc2ccccc2)cc1 (centres undefined)	-7.4%	-7.6%
Cc1cc(C)nc(SCC(=O)Nn2cnnc2)n1	-11.1%	3.0%
COc1ccc(-c2cc(C(F)(F)F)n3nc(C(=O)OC(C)C)cc3n2)cc1OC	2.6%	-0.1%
COc1cc(SC)ccc1C(=O)Nc1ccc2c(c1)OCCO2	-11.3%	2.6%
Cc1ccc(NS(=O)(=O)c2ccc3ccccc3c2)cc1Cl	-1.9%	6.0%
CCCCNC(=O)c1cc(-c2ccc(OC)cc2)on1	8.6%	nt
CCCN1C(=O)C2(/C(=C(\O)c3ccc4c(c3)OCCO4)C(=O)C(=O)N2CCCOC)c2ccccc21 (centres undefined)	-6.4%	-2.2%
Nc1nc(SCc2ccc3c(c2)OCCO3)n[nH]1	0.1%	-3.3%
COc1ccc(-c2nc3cc(NC(=O)c4ccc([N+](=O)[O-])cc4)ccc3o2)cc1Cl	5.8%	5.3%
CCCc1cc(=O)[nH]c(SCc2cc(Cl)ccc2OC(F)F)n1	nt	3.9%
O=C(OC1CCOC1=O)c1cc(-c2ccc(Br)cc2)nc2ccccc12 (centres undefined)	nt	-1.1%
Clc1cc(Cl)c2nc3[nH]c4ccc(Br)cc4c3nc2c1	-3.8%	6.4%
COc1ccc(NC(=S)NC(=O)C23CC4CC(CC(C4)C2)C3)cc1	0.8%	6.2%
Cc1ccc(N2CCN(/N=C\c3ccccc3[N+](=O)[O-])CC2)cc1	0.7%	6.0%
CC1=NN(c2ccccc2)C(=O)/C1=C\c1cc([N+](=O)[O-])ccc1N(C)C	-0.1%	3.9%
COc1ccc(C(=O)Nc2ccc(Br)cn2)cc1OC	1.1%	-2.3%
COc1ccc(C(=O)Nc2ccccc2C(=O)Nc2nc3ccccc3n2C)cc1	3.3%	nt
COc1ccc(-c2nc3ccccc3n2Cc2ccc(C)cc2)cc1	nt	-0.1%
COc1cc(-c2nn3c(-c4cccnc4)nnc3s2)cc(OC)c1OC	-3.2%	0.9%
CCCC1C2CN(C(C)=O)CC=C2C(C#N)=C(N)C1(C#N)C#N (centres undefined)	-1.6%	-3.6%
CC1=NN(c2cccc(C(=O)O)c2)C(=O)/C1=C\c1ccc(O)c([N+](=O)[O-])c1	3.3%	3.5%
COc1cc2c(cc1OC)C(C(=O)O)C(c1ccc(C)o1)N(C)C2=O (centres undefined)	2.6%	4.6%
CCC(=O)N1c2ccc(S(=O)(=O)CCC(=O)N3CCN(c4ccccc4)CC3)cc2CC1C (centres undefined)	-2.6%	3.4%
COc1c(Cl)cc(Cl)cc1/C=C/c1cc(C(F)(F)F)[nH]c(=O)n1	10.0%	2.2%
Cc1cc(OCC(=O)Nc2ccc3oc(-c4cccnc4)nc3c2)cc(C)c1Cl	2.7%	0.7%
Cc1cccc(S(=O)(=O)N(CC(=O)Nc2ccccc2C)Cc2ccco2)c1	nt	10.1%
Nc1nc(-c2ccco2)nn1C(=O)c1ccc(Cl)cc1	nt	6.3%
CC1CCCC(C)N1C(=O)CSc1nc2ncnc(N)c2[nH]1 (centres undefined)	-14.9%	2.9%
CCOc1cc(C2C(C#N)=C(N)SC(N)=C2C#N)ccc1OCCN1CCOCC1	-2.6%	-84.5%
CO/N=C(\C)c1ncc(C(F)(F)F)cc1N1CCOCC1	nt	-1.1%
CCc1ccc(-c2nc(-c3ccncc3)no2)cc1	-19.5%	2.0%
CC(C)(C)N1C(=O)c2ccc(C(=O)c3ccc(C(=O)O)cc3)cc2C1=O	-0.1%	2.8%
O=C(NCCCNc1ccc([N+](=O)[O-])cc1)c1cc2ccccc2o1	6.2%	-5.0%
CCOc1ccc(C2C(C(=O)OCCOC)=C(C)NC3=C2C(=O)CC(C)(C)C3)cc1 (centres undefined)	1.0%	-2.8%
COC(=O)CN(c1cc(Cl)ccc1OC)S(=O)(=O)c1ccc(C)c([N+](=O)[O-])c1	3.2%	-1.1%
Cn1nnnc1SCC(=O)c1ccc(Br)cc1	-4.2%	-0.4%
Cc1nc(SCC(=O)NCCc2ccccc2)c2oc3ccccc3c2n1	nt	-1.8%
COc1ccc(Nc2nc(C)nc3c2nnn3Cc2ccccc2)cc1OC	nt	-4.0%
O=C(CN(c1ccccc1)S(=O)(=O)c1ccccc1[N+](=O)[O-])Nc1ccccc1Br	-3.4%	2.1%
(next part)
SMILES	MKP-3 inhibition	Hsp70 displacement
CCc1ccc(OCC(=O)Nc2ncc3c(n2)CC(C)(C)CC3=O)cc1	-3.8%	-6.1%
COc1ccc([N+](=O)[O-])cc1NS(=O)(=O)c1ccc(NC(C)=O)cc1	-0.2%	3.4%
O=C(NCc1n[nH]c(=S)n1-c1ccc(F)cc1)c1ccc(S(=O)(=O)N2CCCC2)cc1	-7.4%	nt
CC(/C=C/c1ccc(I)cc1)=C\C(=O)O	-0.1%	6.8%
COc1ccc(CNC(=O)C2c3ccccc3Oc3ccccc32)cc1	2.4%	0.0%
O=C(CCCC(=O)N(CC(=O)NC1CCCCC1)Cc1ccccc1)Nc1ccccn1	nt	6.0%
COC(=O)c1cccc(NCN2C(=O)c3ccccc3C2=O)c1	-18.3%	7.6%
Fc1ccc(C(c2ccc(F)cc2)N2CCN(C/C=C/c3ccccc3)CC2)cc1	-1.2%	-0.6%
CCOc1ccc(/C=C2\C(=O)NC(=S)N(c3ccc(F)cc3)C2=O)cc1OC	1.6%	2.1%
COC(=O)Nc1ccc(S(=O)(=O)N(CCO)CCO)cc1	nt	3.0%
CCn1c(SCc2cccc(C)c2)nnc1-c1ccc(C)cc1	nt	4.7%
Cc1cc(C)c(S(=O)(=O)N(C)C2CCCCC2)c(C)c1	3.3%	2.4%
COC(=O)c1cccc(NC(=O)CSc2ncn[nH]2)c1	-16.3%	2.2%
CC(C)c1c(O)nc(SCCN(C)C)[nH]c1=O	-13.7%&-0.2%	-0.4%&-7.1%
CCOC(=O)c1ccc(NC(=O)c2ccc(Cl)cc2Cl)cc1	0.3%	5.9%
C=C(Cl)COc1ccc2c(CC)cc(=O)oc2c1	-3.2%	2.5%
O=C(NCCCN1CCOCC1)c1nn2c(c1Br)NC(c1cccs1)CC2C(F)(F)F (centres undefined)	-3.7%	-4.3%
CCCN(C=O)/N=C/c1ccc(Cl)cc1	-0.5%	1.6%
COCCN1C(=O)C(=O)/C(=C(/O)c2ccccc2)C1c1cccc(F)c1 (centres undefined)	3.5%	1.2%
OCc1nc2ccccc2n1CCCOc1ccc(Br)cc1	2.1%	10.8%
Cc1ccc(C)c(Cn2nnc3c(=O)[nH]c(C4CCCN(C(=O)C5CCC5)C4)nc32)c1 (centres undefined)	-1.0%	6.1%
CC(C)(C)c1ccc(C(=O)NCc2ccccn2)cc1	-0.8%	0.8%
COc1cccc(NC(=O)CSc2nnc(Cc3cccn3C)n2-c2ccc(F)cc2)c1	-8.4%	7.5%
COc1cccc2cc(C(=O)n3ccc(C)n3)c(=O)oc12	-4.2%	nt
O=C1OC(c2ccccc2F)=N/C1=C\c1cccc([N+](=O)[O-])c1	3.8%	-2.8%
CCN(CC)c1ccc(NC(=O)C2CCCN(S(=O)(=O)c3cnc[nH]3)C2)c(C)c1 (centres undefined)	0.8%	-3.6%
COCC(=O)NC1CC2CCCC(C1)N2Cc1ccccc1 (centres undefined)	-5.0%	-3.6%
CCc1cc2c(NCCO)ncnc2s1	-3.3%	0.6%

The list is partial; count on the stated rates, not on these rows.
